High-throughput results (PubChem BioAssay)
CHT block = inhibits the human high affinity choline transporter; CHT-expressing cells, membrane potential dye, choline response; hits give low values; 310,000 compounds, 0.86% hits; B-score at 10 µM; Q9GZV3;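 active = B-score over 3 SD under the library average, and starting fluorescence ratio not unusually high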;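 note: choline stimulus applied at its EC90 after an EC20 pre-addition; B-score computed on integrated fluorescence ratio after choline addition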
Target sequence (Q9GZV3 whole entry, looked up): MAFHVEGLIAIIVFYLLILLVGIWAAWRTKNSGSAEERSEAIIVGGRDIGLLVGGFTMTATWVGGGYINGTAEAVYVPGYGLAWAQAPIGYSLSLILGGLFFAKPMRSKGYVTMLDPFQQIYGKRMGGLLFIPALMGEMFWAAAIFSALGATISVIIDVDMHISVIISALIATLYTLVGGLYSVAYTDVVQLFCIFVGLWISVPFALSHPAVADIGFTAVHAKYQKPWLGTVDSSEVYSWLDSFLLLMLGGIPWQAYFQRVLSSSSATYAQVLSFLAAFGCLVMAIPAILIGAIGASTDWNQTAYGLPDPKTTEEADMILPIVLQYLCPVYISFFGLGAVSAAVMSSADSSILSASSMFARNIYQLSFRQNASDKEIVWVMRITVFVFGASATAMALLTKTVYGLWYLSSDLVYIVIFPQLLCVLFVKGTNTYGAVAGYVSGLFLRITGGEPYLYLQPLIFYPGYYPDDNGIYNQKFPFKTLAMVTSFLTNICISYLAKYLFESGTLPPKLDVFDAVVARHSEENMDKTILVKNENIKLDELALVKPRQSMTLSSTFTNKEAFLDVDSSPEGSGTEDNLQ
Kir21 block = blocks the mouse Kir2.1 inward-rectifier potassium channel | P35561 | HEK293-Kir2.1, FluxOR thallium flux fluorescence; hits give low values | B-score at 10 µM | 310,000 compounds, 0.85% hits;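 active = fluorescence ratio B-score at or below minus 3 SD of library scores, with starting-brightness B-score within 2 SD, cut at about -4.2 in these data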;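 note: channel flux triggered by added potassium and thallium sulfate stimulus; B-score of peak minus minimum fluorescence over baseline after thallium stimulus; more negative B-score means stronger Kir2.1 block with less thallium influx; some compounds called inactive have numbers as strong as hits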
Target sequence (P35561 whole entry, looked up): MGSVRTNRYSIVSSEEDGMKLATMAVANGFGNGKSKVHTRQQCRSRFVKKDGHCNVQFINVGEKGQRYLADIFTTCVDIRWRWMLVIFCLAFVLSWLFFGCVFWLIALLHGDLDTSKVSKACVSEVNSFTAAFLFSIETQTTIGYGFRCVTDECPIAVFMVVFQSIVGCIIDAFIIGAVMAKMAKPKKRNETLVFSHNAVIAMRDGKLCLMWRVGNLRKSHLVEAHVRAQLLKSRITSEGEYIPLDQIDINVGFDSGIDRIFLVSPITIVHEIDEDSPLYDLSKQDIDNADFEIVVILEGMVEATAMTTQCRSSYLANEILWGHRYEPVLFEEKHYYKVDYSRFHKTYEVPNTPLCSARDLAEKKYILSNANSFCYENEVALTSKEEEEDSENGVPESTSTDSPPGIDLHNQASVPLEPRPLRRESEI
* marks the source's active call; other numbers are inactive results; i = inactive; . = not tested or not shown. Hits appear at their usual frequency. About 1.6% of those tested had a hit in this group.

Compound,CHT block,Kir21 block
COc1ccccc1C(=O)NCC(=O)NCc1cc(=O)n(C)c(=O)n1C,i,1.4
CC1CCCCN1CCCNC(=O)Cn1ncc2c([nH]c3ccccc32)c1=O (stereo not given),i,-0.71
COc1ccc(C(=O)C(OC(=O)c2ccccc2Cl)c2ccccc2)cc1 (stereo not given),i,0.45
Cc1[nH]n(-c2cccc(Cl)c2)c(=O)c1C=NCC(C)C,i,0.41
CCOC(=O)NC(=O)CSc1nc(C)cc(C(F)(F)F)c1C#N,i,0.01
COC(=O)c1cc(S(=O)(=O)N(C)c2ccc(C)c(C)c2)c[nH]1,i,-1.5
CN(CC(=O)Nc1ccc(F)c(F)c1F)C(=O)C1=COCCO1,i,-0.05
CC(C)C(c1nnnn1CCc1ccccc1)N1CCN(C(=O)c2ccco2)CC1 (stereo not given),.,0.16
O=C1c2oc3ccccc3c(=O)c2C(c2cccc(O)c2)N1CCCN1CCOCC1 (stereo not given),i,0.1
Cc1cc(Cl)c(S(N)(=O)=O)cc1OCC(=O)NC1CCCCC1,i,-1.1
Cc1ccc(OC(C)c2nnc(N)s2)cc1Cl (stereo not given),i,1.8
Cc1nccn1-c1ncnc2sc3c(c12)CCCC3,i,-0.29
CC1(C(=O)O)CCC(C(=O)NC2CCCCCC2)C1(C)C (stereo not given),i,0.3
CC(C)NS(=O)(=O)c1ccc(NC(=O)CCc2ccccc2)cc1,i,-0.66
COc1ccc(N=c2ssnc2Cl)cc1,i,-4.1

Reprinted from the part before: six compounds, then new ones.
Compound,CHT block,Kir21 block
Cc1cc(Cl)c(S(N)(=O)=O)cc1OCC(=O)NC1CCCCC1,i,-1.1
Cc1ccc(OC(C)c2nnc(N)s2)cc1Cl (stereo not given),i,1.8
Cc1nccn1-c1ncnc2sc3c(c12)CCCC3,i,-0.29
CC1(C(=O)O)CCC(C(=O)NC2CCCCCC2)C1(C)C (stereo not given),i,0.3
CC(C)NS(=O)(=O)c1ccc(NC(=O)CCc2ccccc2)cc1,i,-0.66
COc1ccc(N=c2ssnc2Cl)cc1,i,-4.1
CSc1ccccc1C(=O)NCC1CCCO1 (stereo not given),i,0.74
C=CCOc1c(Br)cc(CNn2nnnc2N)cc1OC,i,0.68
Cn1cccc1/C=N/NC(=O)c1cc(-c2cccs2)nc2ccccc12,i,0.33
Cc1ccc(-c2nn(-c3ccccc3)cc2C(=O)OCC(=O)Nc2ncc(Cl)cc2Cl)cc1,i,0.54
O=C(CN(C(=O)CCC(=O)Nc1nccs1)c1ccc(F)cc1)NCc1ccc2c(c1)OCO2,i,-0.22
CCCS(=O)(=O)N1CCN(Cc2c[nH]c3ccccc23)CC1,i,0.76
COc1ccccc1S(=O)(=O)CC(O)COc1ccc(F)cc1Cl (stereo not given),i,0.03
COc1cccc(C2C(C(=O)/C=C/c3ccco3)=C(O)C(=O)N2CCN2CCOCC2)c1 (stereo not given),i,0.98
COc1ccc(C(=O)NCC(=O)NCC(=O)OCC(=O)c2cccs2)cc1,i,0.7
O=C1CS/C(=N/N=C2C3CC4CC(C3)CC2C4)N1,i,2
Cn1cc(C(=O)Nc2ccccn2)c(=O)c2ccccc21,.,0.18
CCC(C)[C@@H](N)C(=O)N/N=C/c1ccc2ncccc2c1 (stereo not given in full),i,0.01
COc1ccc(OC)c(/C=N/NC(=O)CC2C(=O)NN=C2C)c1 (stereo not given),i,-1
CCCn1c(NC(=O)c2ccc(Br)cc2)nc2ccccc21,i,2.9
O=C(NC(Cc1c[nH]c2ccccc12)C(=O)Nc1ccc(OC(F)(F)F)cc1)c1cccs1 (stereo not given),i,0.21
O=C1CCCN1CCCNc1nc2c(S(=O)(=O)c3ccccc3)nnn2c2ccc(Cl)cc12,i,0.06
CNC(=O)NC(=O)COc1ccc2oc3c(c2c1)CCCC3,i,2.1
CN(C)CCCNC(=S)N(CCCN(C)C)Cc1cc2cc3c(cc2[nH]c1=O)OCO3,i,0.38
O=C1CCc2cc(S(=O)(=O)NCCC(=O)NC3CCN(Cc4ccccc4)CC3)ccc2N1,i,.
COc1ccccc1NC(=O)C1=C(C)NC(=O)NC1c1cc(C)cs1 (stereo not given),i,2.2
O=C(CCC1CCN(C(=O)Cc2c(F)cccc2F)CC1)NC1CC1,i,0.35
O=C1c2ccccc2S(=O)(=O)N1Cc1cccc(S(=O)(=O)N2CCOCC2)c1,i,0.65
CCOC(=O)c1sc(=S)n(C)c1C,i,-0.21
Cc1ccc(S(=O)(=O)N2CCC(C(=O)Nc3ccccc3N3CCCCC3)CC2)cc1C,i,0.22
C(=C\c1ccccc1)/C=N/Nc1nncc(-c2ccccc2)n1,i,-0.08
OCc1ccccc1OCCOc1ccc(Cl)c2cccnc12,-9.7*,1.6
N#CC1=C2SCN(Cc3ccco3)CN2C(=O)CC1c1ccccc1F (stereo not given),i,0.9
CC(C)CCN1NC2(CCCC(C)C2)NC1=S (stereo not given),i,-0.99
CC1CCCC(C(=O)OCc2ccccc2)N1 (stereo not given),i,-0.42
CC(=O)Nc1ccc(NC(=O)CN(c2ccc([N+](=O)[O-])cc2)S(=O)(=O)c2ccccc2)cc1,i,0.03
CC(=O)CC(=O)Nc1ccc(Nc2ccccc2)cc1,i,-1.7
N/C(=N\OC(=O)CCC1CCCCC1)c1cccc([N+](=O)[O-])c1,i,1.3
CCOC(=O)c1c(CC(C)C)csc1NC(=O)C(C)C,i,.
COCCNC(=O)CS(=O)Cc1nc(-c2ccc(Cl)cc2)oc1C (stereo not given),i,1.4
COc1ccc(/C=N/n2c(-c3n[nH]c4c3CCC4)n[nH]c2=S)c(OC)c1OC,i,-0.56
Cc1ccc(S(=O)(=O)CCC(=O)OCC(=O)c2c[nH]c3ccccc23)cc1,i,0.93
Nn1c(COc2ccccc2F)nnc1SCC(=O)NC1CCCCC1,i,-0.06
O=C(/C=C/c1ccc(OC(F)F)cc1)Nc1cccc(S(=O)(=O)N2CCOCC2)c1,i,-0.13
Cn1c(N)c(N2CCCCC2)c(=O)n(CC(=O)Nc2ccc(Cl)c(Cl)c2)c1=O,i,0.92
CC(C)c1ccc(N(CC(=O)NCc2ccco2)C(=O)CCC(=O)Nc2nccs2)cc1,i,-0.22
COc1ccc(OC)c(NC(=O)COC(=O)C2CCN(C(=O)c3ccc(Cl)cc3)CC2)c1,i,-1.8
CCc1ccc2nc(NC(=O)c3cc(C)on3)sc2c1,i,-0.58
Cc1ccc(C(=O)NC(=S)Nc2ccc(N3CCOCC3)cc2)cc1,i,0.06
COC(=O)c1cnc(SCc2ccc([N+](=O)[O-])cc2)n1C,i,1.8
CN(C)c1ncc(C(=O)O)cn1,i,-0.13
Cc1ccnc(NC(=O)CS(=O)(=O)Cc2ccccc2)c1,i,0.93
CCC(=O)Oc1oc(-c2ccccc2)nc1C=Nc1ccc(C)cc1,i,0.01
COC(=O)Cn1c(O)c(N=NC(=O)CNC(=O)c2ccc3c(c2)OCCO3)c2ccccc21,i,0.42
COc1ccc(CCNC(=O)c2ccc(CN3CCOCC3)cc2)cc1,i,0.58
COC(=O)Cn1c(=NC(=O)CSCC(=O)Nc2cc(C)on2)sc2ccccc21,i,-0.12
N=c1sccn1CC(=O)Nc1cc(Cl)ccc1Oc1ccccc1,i,-4.8*
C=CCNC(=O)c1sccc1Oc1ccc(F)cc1[N+](=O)[O-],i,-0.38
Cc1cc(C)cc(OC(=O)CS(=O)c2ccc(C(F)(F)F)cc2[N+](=O)[O-])c1 (stereo not given),i,0.21
NC(=O)N/N=C/c1ccccc1OCc1cccc2ccccc12,i,1.4
Cc1ccc(CN(C(=O)c2cc3ccccc3oc2=O)C2CCS(=O)(=O)C2)cc1 (stereo not given),i,-1.1
Cc1cc(C)c(NC(=O)COC(=O)CCc2ccc(S(=O)(=O)N3CCCCC3)cc2)c(C)c1,i,-0.56
Cc1cc(Cl)c(OCCCn2cncn2)c(Br)c1,i,0.13
C=CCn1c(SCCCc2ccccc2)nc2c1c(=O)[nH]c(=O)n2C,i,0.2
Cc1ccccc1C(=O)N1CCC(C(N)=O)CC1,i,0.16
CCC1Sc2ccccc2N(CC(=O)NCCC2=CCCCC2)C1=O (stereo not given),i,-1.2

(listing goes on)
Compound,CHT block,Kir21 block
O=C(/C=C/c1ccc(OCc2ccccc2)c(OCc2ccccc2)c1)c1cccnc1,i,-0.53
CC(=O)Nc1ccc(S(=O)(=O)NCCc2csc(C)n2)cc1,i,-0.9
O=C(COC(=O)c1ccccc1SCC(=O)NC1CCCCC1)NC1CCCCC1,i,1
COc1ccc(S(=O)(=O)ON=C2CC(C)(C)N(C(C)=O)C(C)(C)C2)cc1,i,-0.46
COC(=O)c1ccc(OC)c(CSc2nnc(COc3ccc(Cl)cc3)o2)c1,i,0.22
CN1C(C(=O)NCCc2cccs2)CC2Cn3c(nc4ccccc43)C21 (stereo not given),i,1.5
CCCCN(CC)CCCNC(=O)c1ccc(CS(=O)(=O)c2ccccc2C)o1,i,-0.53
CCCCCCn1c(N)c(C#N)c2ccc([N+](=O)[O-])cc2c1=O,i,0.8
COc1ccc(OC)c(NC(=O)CN2C(=O)COc3ccc(S(=O)(=O)N4CCCC4)cc32)c1,i,0.81
CC(=O)Nc1ccc(Cl)cc1C(=O)O,i,-0.31
COc1ccccc1NC(=O)c1cccc(N2C(=O)C3C4C=CC(C4)C3C2=O)c1 (stereo not given),i,1.6
Cc1cc(N/N=C/c2ccc(O)cc2O)c2ccccc2n1,i,0.41
NC(=O)c1cccc(S(=O)(=O)N2CC(c3ccccc3)CC2=O)c1 (stereo not given),i,-0.88
COc1ccc(S(=O)(=O)Nc2ccc(O)c3ccccc23)cc1,i,-2.2
COc1ccc(NC(=O)CCN2CCCCC2)cc1,i,-0.97
CNc1nc2sc3c(c2c(=O)n1C)CC(C)(C)SC3,i,-0.1
COc1ccc(S(=O)(=O)N2CCC(C(=O)NC3CCCC3)CC2)cc1C,i,-0.89
CC(=O)Nc1ccc(NC(=O)c2cc(-c3ccccc3)nc3ccccc23)cc1,i,0.12
CC(CCc1ccccc1)NC(=O)CCCn1ncn2c(cc3occc32)c1=O (stereo not given),i,1.6
CCN(CC)S(=O)(=O)c1ccc(NC(=O)CC(NC(C)=O)c2ccccc2)cc1 (stereo not given),i,-1.7
CC1C(=O)N2CCCc3cc(S(=O)(=O)N4CCC(C(N)=O)CC4)cc1c32 (stereo not given),i,-1.1
O=C(CCNS(=O)(=O)c1ccccc1)N1CCOCC1,i,0.64
Cc1nc(Cl)cc(N/N=C/c2ccc(O)cc2)n1,i,-0.52
CCOC(=O)c1ccc(NC(=O)NC(C)C2CCCO2)cc1 (stereo not given),i,0.92
CCOC(=O)C(NCCc1ccccc1)(NC(=O)CC)C(F)(F)F (stereo not given),i,2.3
CCOc1ccccc1CNC(=O)c1cc2oc3ccccc3c2n1CC,i,-0.54
Cc1ccc2oc(-c3cccc(NC(=S)NC(=O)c4cccs4)c3)nc2c1,i,0.68
CC(C)CC1=C/C(=C/c2ccc(-c3ccccc3)o2)C(=O)O1,i,0.35
CC(C)NCC1CCc2cc(CO)c([N+](=O)[O-])cc2N1 (stereo not given),i,-0.05
O=C(Nc1ccc([N+](=O)[O-])c(NC(=O)C2CCCO2)c1)C1CCCO1 (stereo not given),i,1.7
CCN(CC)S(=O)(=O)c1ccc(N2CCCCC2)c(C(=O)Nc2ccccc2N2CCOCC2)c1,i,-0.02
COc1cccc(/C=N/N2CCN(C3c4ccccc4-c4ccccc43)CC2)c1O,i,-0.08
CNNC(=S)Nc1ccc(Cl)cc1,i,0.02
COC(CNC(=O)Cn1ncc2ccsc2c1=O)OC,i,-1.6
c1cncc(C2OCC3(CO2)COC(c2cccnc2)OC3)c1 (stereo not given),i,1.4
Cc1ccc(C)c(NC(=S)N2CCN(c3ccccn3)CC2)c1,i,-0.1
COC(=O)c1cccc(NC(=O)CCc2ccccc2)c1,i,-1.3
Cc1c(NS(=O)(=O)c2ccc(S(=O)(=O)c3ccccc3)s2)c(=O)n(-c2ccccc2)n1C,i,-0.01
C[C@H](NC(N)=O)C(=O)OCC(=O)Nc1ccc(OC(F)F)cc1,i,1.1
N#CCC(=O)N/N=C/c1cn(Cc2ccc(Cl)cc2Cl)c2ccccc12,i,0.76
COc1cc(SC)ccc1C(=O)Nc1ccccc1,i,-1.4
Cc1cc(Nc2ccccc2)n(-c2ccc(Br)cc2)n1,i,-0.13
C/C(=C/C(=O)O)C(=O)Nc1cccc(C(F)(F)F)c1,i,-0.39
COc1ccc(CNC(=O)C2CC(c3ccc(F)cc3)=NO2)cc1 (stereo not given),i,-1.2
Cn1c(=O)c2c(nc(Oc3ccc(-c4ccccc4)cc3)n2C)n(C)c1=O,i,0.1
O=C(CCNS(=O)(=O)c1ccc(Br)cc1)NCc1ccc(Cl)cc1,i,0.19
